Source: PubChem BioAssay
PriA SSB inh = blocks PriA binding to SSB C-terminal tail. inhibition, % at 33 µM. actives 0.6% (n = 430,000). AlphaScreen SSBct-PriA binding, biotinylated peptide; in the data active = inhibition mostly above about 37%, no sharp cut-off; inactive = mostly below about 20%;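 also: plate controls were negative control peptide for no effect and reference peptide for full effect; strong numbers were not always called active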
Anthrax LF prot = blocks Bacillus anthracis lethal factor protease | P15917 | inhibition, % at 10 µM | actives 0.12% (n = 360,000) | multiplex microsphere protease cleavage assay, LF; also: plate controls were buffer without enzyme for full effect and enzyme alone for no effect
Target sequence (P15917 whole entry, looked up): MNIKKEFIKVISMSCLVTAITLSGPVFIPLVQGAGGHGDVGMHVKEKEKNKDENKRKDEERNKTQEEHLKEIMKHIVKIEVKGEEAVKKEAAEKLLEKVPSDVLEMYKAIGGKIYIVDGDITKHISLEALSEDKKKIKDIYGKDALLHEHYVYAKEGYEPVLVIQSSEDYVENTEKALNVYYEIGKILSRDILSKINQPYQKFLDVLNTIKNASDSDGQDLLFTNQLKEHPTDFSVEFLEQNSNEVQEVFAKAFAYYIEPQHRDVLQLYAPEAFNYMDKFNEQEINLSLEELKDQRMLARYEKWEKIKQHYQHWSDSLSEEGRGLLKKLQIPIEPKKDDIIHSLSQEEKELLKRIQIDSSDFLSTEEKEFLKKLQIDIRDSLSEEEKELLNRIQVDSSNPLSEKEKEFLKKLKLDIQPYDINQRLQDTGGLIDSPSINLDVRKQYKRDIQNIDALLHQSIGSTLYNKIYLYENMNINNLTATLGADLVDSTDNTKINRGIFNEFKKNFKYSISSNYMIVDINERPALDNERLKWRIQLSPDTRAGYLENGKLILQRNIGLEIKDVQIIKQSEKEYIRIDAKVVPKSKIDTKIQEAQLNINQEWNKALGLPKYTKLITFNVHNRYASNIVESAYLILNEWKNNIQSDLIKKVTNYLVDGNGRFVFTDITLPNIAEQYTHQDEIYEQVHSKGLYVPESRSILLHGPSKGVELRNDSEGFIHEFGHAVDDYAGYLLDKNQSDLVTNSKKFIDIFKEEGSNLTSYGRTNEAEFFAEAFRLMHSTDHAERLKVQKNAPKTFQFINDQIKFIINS
SARS 3CLpro inh = SARS-CoV 3CLpro protease inhibition; recombinant SARS-CoV 3CLpro, quenched FRET peptide cleavage; inhibition, % at 6 µM; actives 0.14% (n = 290,000); AID 1706; in the data active = inhibition above about 12%
BH1578 lux ind = inducers of Vibrio cholerae quorum light production without autoinducers; AID 588436; actives 0.16% (n = 350,000); V. cholerae BH1578 lux reporter, luminescence, 6 h; activation, % at 18.7 µM; in the data active = activation mostly above about 9.7%, no sharp cut-off; inconclusive = no clear call, values can overlap the other calls; inactive = mostly below about 3.7%; also: not every result past the cut was called active; inactives centre near 0; reference of the scale not given here
CCHFV vOTU inh = CCHFV vOTU protease inhibition; inhibition, % at 11.5 µM; AID 651958; Pep-AMC fluorescence; actives 0.55% (n = 370,000); in the data active = inhibition above about 30%; also: 0% = vehicle wells with enzyme and 100% = no enzyme wells
TcdB GH inh = blocks C. difficile toxin B glycohydrolase activity; inhibition, % at 9.99 µM; TcdB glycohydrolase enzymatic assay, plate reader; AID 652162; P18177; actives 0.24% (n = 350,000); in the data active = inhibition above about 10%
VHR inh abs = blocks human VHR1 dual specificity phosphatase. P51452. recombinant VHR phosphatase, pNPP absorbance. actives 0.52% (n = 290,000). AID 1654. inhibition, % at 13.3 µM; in the data active = inhibition above about 50%; also: some compounds called inactive have numbers as strong as hits
Target sequence (P51452 whole entry, looked up): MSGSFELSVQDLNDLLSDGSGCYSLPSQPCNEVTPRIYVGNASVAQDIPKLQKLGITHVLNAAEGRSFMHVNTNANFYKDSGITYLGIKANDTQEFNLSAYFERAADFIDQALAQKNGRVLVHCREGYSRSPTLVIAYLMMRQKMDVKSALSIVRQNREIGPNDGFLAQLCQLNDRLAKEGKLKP
PfHsp40 yeast = compounds rescuing yeast from Plasmodium falciparum HSP40 toxicity; actives 0.68% (n = 340,000); growth rescue, % at 12.5 µM; S. cerevisiae expressing PfHsp40, growth rescue, ATP luminescence; in the data active = growth rescue above about 28%, passing the limit was not always enough; inconclusive = no clear call, values can overlap the other calls;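 also: yeast W303a lacking pdr1 and pdr3 grown in galactose medium; growth measured after three days at 30 °C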
Y pestis TopoI = blocks Yersinia pestis topoisomerase I activity. AID 504884. Y. pestis Topo-I cleavage product accumulation, plate reader. actives 0.064% (n = 360,000). activity, % at 10 µM; in the data active = activity above about 50%, passing the limit was not always enough; inconclusive = no clear call, values can overlap the other calls; also: inactives centre near 2
BoNT A protease = BoNT A light chain protease inhibition | inhibition, % at 10 µM | actives 0.17% (n = 360,000) | multiplex microsphere protease substrate cleavage, flow cytometry | AID 588499; also: plate controls were buffer without enzyme for full effect and enzyme alone for no effect
Starred values were filed as active, the others as inactive; i = inactive; ? = inconclusive; nt = no result given; & = joins results of further samples. Rule as the data show it, unless noted: active = inhibition above about 30%; inconclusive = no clear call, values can overlap the other calls; inactive = below that. An excerpt; count on the stated rates, not on these rows.

mol	PfHsp40 yeast	SARS 3CLpro inh	Anthrax LF prot	TcdB GH inh	BH1578 lux ind	BoNT A protease	Y pestis TopoI	CCHFV vOTU inh	PriA SSB inh	VHR inh abs
CCNC(=S)NNC(=O)Cn1nc(C)cc1C	-0.8	1	0	0.0	-0.3	-0.3	-6	nt	1	10
CCCc1nnc(NC(=O)CCC(=O)N2CCC(Cc3ccccc3)CC2)s1	-1.5	3	0	-0.6	i	-1.1	3	13	-20	6
O=C(Nc1cccnc1)c1ccc(CN2CCc3ccccc3C2)cc1	-0.9	0	-11	nt	nt	-1.4	4	2	-9	29
Cc1cc2cc3c(N)[nH]nc3nc2cc1C	-1.0	-1	-6	nt	-0.4	0.5	1	3	-7	33
COc1cc(C(=O)OCc2cc(=O)oc3c(C)c(C)ccc23)ccc1OC(F)F	-0.3	-8	4	5.7	-0.3	-3.0	0	1	-2	-9
O=c1ccc(S(=O)(=O)N2CCCC2)c[nH]1	0.0	nt	-5	1.0	-0.3	-0.2	-1	8	7	nt
O=C(OCC(=O)c1ccc[nH]1)c1ccc(C(F)(F)F)cc1	0.7	nt	-5	1.2	i	-0.5	7	13	-9	nt
Cc1nn(CC(=O)NCCN2CCCCCC2)c(=O)c2nn(-c3ccccc3)c(C)c12	-0.9	-4	-1	1.9	-0.1	-0.5	10	11	4	-13

Entries of single compounds from above.
`Cc1nn(CC(=O)NCCN2CCCCCC2)c(=O)c2nn(-c3ccccc3)c(C)c12` as listed: PfHsp40 yeast: -0.9; SARS 3CLpro inh: -4; Anthrax LF prot: -1; TcdB GH inh: 1.9; BH1578 lux ind: -0.1; BoNT A protease: -0.5; Y pestis TopoI: 10; CCHFV vOTU inh: 11; PriA SSB inh: 4; VHR inh abs: -13
`CCCc1nnc(NC(=O)CCC(=O)N2CCC(Cc3ccccc3)CC2)s1` as listed: PfHsp40 yeast: -1.5; SARS 3CLpro inh: 3; Anthrax LF prot: 0; TcdB GH inh: -0.6; BH1578 lux ind: i; BoNT A protease: -1.1; Y pestis TopoI: 3; CCHFV vOTU inh: 13; PriA SSB inh: -20; VHR inh abs: 6

(listing goes on)
mol	PfHsp40 yeast	SARS 3CLpro inh	Anthrax LF prot	TcdB GH inh	BH1578 lux ind	BoNT A protease	Y pestis TopoI	CCHFV vOTU inh	PriA SSB inh	VHR inh abs
CC(=O)Nc1ccc(-c2cc(C(=O)O)c3ccccc3n2)cc1	-0.4	4	0	-0.4	-0.3	-1.4	1	-25	-7	-4
COCc1cc(=O)[nH]c(/N=C(\N)Nc2ccc(C)cc2C)n1	-1.0	0	-8	1.5	-1.4	0.7	0	7	nt	22
O=C(NCCN1CCOCC1)c1sc2cc(Cl)ccc2c1Cl	0.0	0	-1	0.6	-0.4	0.3	22	14	-3	-8
c1ccc(-c2cc3cc4c(cc3cn2)OCO4)cc1	5.3	nt	-2	1.4	i	0.0	-1	12	-11	nt
CCN(CC(=O)Nc1cccc(OC)c1)CC(=O)Nc1ccc(C)cc1Cl	1.1	-1	-1	-0.4	4.7	-0.6	18	4	-4	-24
COCc1ccc(C(=O)NC(C)c2cnn(-c3ccccc3C)c2C)o1 (stereo not drawn)	-0.4	-3	-5	2.3	i	0.7	5	-10	-12	22
Cc1cc(C)c(C#N)c(SCc2ccccc2[N+](=O)[O-])n1	0.6	-4	-1	-0.7	-0.2	0.8	-2	17	-6	-2
CN(C)C(=O)Oc1ccc(Cl)c2ccccc12	-0.4	0	5	nt	i	-1.4	5	15	-22	-8
O=C1CN(S(=O)(=O)c2ccccc2)CCN1	0.6	nt	-4	-0.2	i	-0.3	3	-3	-6	nt
Cc1ccc(NC(=O)Cc2nnc(SCC(=O)Nc3ccc(N4CCOCC4)cc3)n2C)cc1	-0.3	0	10	0.3	i	-2.4	8	9	6	-29
O=C(Nc1cccc(-c2cn3cccnc3n2)c1)c1ccco1	-0.8	0	-4	0.6	-0.5	-1.4	-6	nt	-3	7
COc1ccc(OCCn2cc(/C(N)=N/O)c3ccccc32)cc1	-1.8	-3	-11	2.5	i	-1.5	0	10	nt	3
Cc1cc(Cl)ccc1NC(=O)CN1C(=O)C(=O)N(C2CCCC2)C1=O	-0.2	nt	-6	0.6	-5.5	-0.1	0	-2	-3	nt
CC1CCCCN1S(=O)(=O)c1csc(C(N)=O)c1 (stereo not drawn)	-0.5	-2	-5	-0.6	-0.9	-3.7	0	15	-12	2
O=C(CCC(=O)Nc1nnc(C2CCCCC2)s1)NCc1ccccc1	-0.3	2	9	0.2	-0.4	-3.6	-3	-6	-7	17
COc1ccc(N=Cc2cc3c(cc2O)OC(N)=C(C#N)C3c2ccccc2)cc1 (stereo not drawn)	-1.5	0	2	-0.8	-0.2	4.6	-7	-3	9	-5
COC(=O)C1=C(c2ccccc2OCc2ccccc2)C[C@@H]2CC[C@H]1N2C(=O)NCc1ccc(Br)cc1	3.3	nt	-5	0.6	6.7	-0.1	38	3	-5	nt
CC(/C=N\NC(=O)CN1CCN(Cc2ccccc2)CC1)=C\c1ccco1	-0.4	-6	-2	-0.4	i	-1.2	9	9	nt	-10
CCOC(=O)CSc1n[nH]c(NC(C)=O)n1	-0.5	-7	-1	-0.1	-0.6	-0.1	0	-4	-6	28
O=C(Nc1c(-c2ccc3c(c2)OCO3)[nH][nH]c1=O)c1cnccn1	nt	nt	2	-6.6	nt	0.4	nt	17	nt	nt
NNCc1ccccc1	-1.8	nt	-4&-7	0.2&-20	-0.3&0.5	-0.2&0.2	4&-2	2&5	0	nt
COC(CNC(=O)c1cccc(-n2c(=S)[nH]c3cc(Cl)ccc3c2=O)c1)OC	-1.3	5	0	-0.9	0.6	-0.7	12	28	-6	-10
COc1ccc(/C=N/NC(=O)CCSc2nc3ccccc3s2)cc1	1.4	-1	0	0.6	-0.2	-0.9	1	0	nt	16
CC1(C)OC2OC(C(=O)N/N=C/c3cc(Br)ccc3O)C3OC(C)(C)OC3C2O1 (stereo not drawn)	-0.3	1	-3	-49	i	-0.2	4	-24	nt	-8
CCOC(=O)c1c(C)n(C)c2cc(CN(C)C)c(O)c(S(=O)(=O)c3ccccc3)c12	-2.3	0	-5	0.2	-1.8	-1.2	0	13	-7	24
Cc1cc(C)c2nc(NNC(=O)c3ccc(S(=O)(=O)N4CCCCC4)cc3)sc2c1	-0.3	-2	-7	-1.9	-0.3	0.2	4	14	-4	-4
CCCCc1nc2cc(C(=O)N3CCNC(=O)C3CC(=O)OC)ccc2o1 (stereo not drawn)	-0.9	-3	4	0.3	-1.8	6.6	-2	-4	1	2
O=C1CC(c2ccco2)Sc2ccccc2N1 (stereo not drawn)	-1.6	0	12	1.3	-0.6	0.4	-6	-5	4	4
CSc1ncccc1C(=O)Nc1nc2ccc(F)cc2s1	3.2	-1	-2	-0.5	i	0.2	-8	6	-4	4
CCCCCCCOc1ccc(C(=O)Nc2cccnc2)cc1	1.8	-2	0	0.0	-0.1	1.8	28	-11	-2	6
Cc1[nH]n(-c2ccccc2)c(=O)c1N=Nc1ccc(C(=O)O)cc1	-0.8	1	8	-0.1	-0.6	-2.4	-2	-8	5	-15
CC(C)N1CCN(S(=O)(=O)c2ccc3ccccc3c2)CC1	-0.3	1	nt	1.5	-0.8	nt	9	5	-9	-18
O=C1CSC(=S)N1/N=C/C=C/c1ccccc1	-0.3	3	21	0.8	-0.4	43*	-12	14	nt	-5
CCc1noc(C)c1C(=O)Nc1nc(-c2ccccc2)c(C(C)=O)s1	0.0	nt	3	0.0	-6.2	-0.4	2	0	-3	nt
CCOC(=O)c1c(C)c(C(=O)Nc2cc(OC)ccc2OC)c(C)n1CC	-0.3	4	-1	nt	-0.2	-1.4	1	-3	34	28
Cc1ccc(NS(=O)(=O)c2ccc(NC(=O)c3cccs3)cc2)cc1	0.0	8	-5	nt	nt	0.6	1	7	-14	35
COc1ccc(-n2c(=O)c3c4c(sc3n(CC(=O)NCc3ccco3)c2=O)CCC4)c(OC)c1	0.6	-2	-2	nt	-0.4	0.6	24	nt	1	0
CCOc1ccc2nc(SC3CC(=O)N(c4ccc(C)cc4)C3=O)sc2c1 (stereo not drawn)	1.3	0	-2	1.5	-0.2	0.6	10	-14	-9	5
Cc1ccc(S(=O)(=O)Oc2cccc(N3C(=O)C4CC=CCC4C3=O)c2)cc1 (stereo not drawn)	0.2	-4	-2	nt	i	-0.2	1	0	-30	10
CC(=O)c1ccc(OC2(C)CCN(Cc3ccc(OC(F)(F)F)cc3)C2)cc1 (stereo not drawn)	nt	nt	2	1.7	i	-0.3	28	18	nt	nt
Cc1cccc(NC(=S)N(CCCN2CCOCC2)Cc2cn(C)c3ccccc23)c1	0.3	-2	-10	nt	-0.7	-1.4	-3	-15	-8	4
O=C(CCNS(=O)(=O)c1cccs1)N1CCN(c2ccc(F)cc2)CC1	1.0	2	5	0.7	i	-1.0	1	6	-6	25
COc1ccc(-n2nc3ccc(NS(C)(=O)=O)cc3n2)cc1Cl	0.6	5	-3	nt	-0.2	0.6	-2	-23	-10	15
CNc1ccn(C2CCCO2)c(=O)n1 (stereo not drawn)	-0.3	1	22	-1.0	0.9	-14	-4	-7	-19	15
COc1ccc(/C=N/NC(=O)c2cc(-c3ccc(C)cc3C)nc3ccccc23)cc1COC(C)=O	0.5	6	-2	nt	-0.4	0.0	13	-2	nt	11
C=CCC[C@@H](Cc1ccc(F)cc1)C(=O)OCCNC(=O)[C@@H](CC=C)CC(=O)N[C@H](CO)Cc1ccccc1	10	nt	-2	1.2	-4.5	-0.2	27	18	-8	nt
O=C(CSc1cccc[n+]1[O-])NC1CCCCC1	-0.9	nt	-1	0.2	-0.3	8.7	2	-6	-5	nt
CCOC(=O)c1c(C)c(C(=O)N2CCCCCC2)c(C)n1CC	0.1	-2	0	0.7	i	?	6	nt	-4	-9

Only PriA SSB inh and SARS 3CLpro inh, for some of the entries so far:
Compound,PriA SSB inh,SARS 3CLpro inh
Cc1cccc(NC(=S)N(CCCN2CCOCC2)Cc2cn(C)c3ccccc23)c1,-8,-2
O=C(CSc1cccc[n+]1[O-])NC1CCCCC1,-5,nt

Going on with the list:
mol	PfHsp40 yeast	SARS 3CLpro inh	Anthrax LF prot	TcdB GH inh	BH1578 lux ind	BoNT A protease	Y pestis TopoI	CCHFV vOTU inh	PriA SSB inh	VHR inh abs
Cc1sc2ncn(CC(=O)NCCCC(=O)N3CCC(C(N)=O)CC3)c(=O)c2c1C	-0.8	8	-1	0.8	-0.3	-2.5	4	11	1	19
O=c1[nH]c(=O)n(-c2cccc3ccccc23)c(O)c1/C=N/N1CCCCCC1	-1.3	-2	-12	-2.9	i	?	4	-6	nt	21
O=C1C2=C(c3ccccc31)[N+](=O)C1CCCCC1N2[O-] (stereo not drawn)	0.4	-1	1	nt	-0.4	1.0	-1	57*	-7	15
N/C(=N\OC(=O)CCn1cccc(C(F)(F)F)c1=O)c1ccc(OC(F)(F)F)cc1	nt	-1	2	2.6	0.2	0.3	0	5	i	5
O=C(O)CC(SCC(=O)Nc1ccc(Br)cc1)C(=O)O (stereo not drawn)	-1.8	9	-10	-1.4	i	0.8	8	-5	-6	-14
